Screening results deposited in PubChem BioAssay by National Center for Advancing Translational Sciences (NCATS).
Imprint erasure – inducers of genomic imprint erasure in mouse ES cells; mouse ES Peg3-LacZ reporter, beta-gal luminescence, 40 h; Potency, µM (titrated, usually from 60.7 µM), without a hit: at the top dose activity change, positive = activation, most hits filed as activators; hit rate 0.02% among 110,000; AID 1948;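 note: 0% = negative control wells on the plate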
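Readout: BetaGlo luminescence (5 min, room temp) for LacZ from the normally silent maternal Peg3 allele in female Peg3LacZ-Neo ES cells. Cells 300/well, 40 h, 37C, 5% CO2. Data normalized per plate to negative controls.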
p53ts 39C kill – cytotoxicity in p53ts cells at nonpermissive temperature; H1299-p53A138V viability at 39C, ATP luminescence, 24 h; AID 902; Potency, µM (doses to about 46.1 µM), inactives show at the top dose activity change, negative = cell killing, most hits filed as cytotoxic; hit rate 1.5% among 130,000; note: nearly all actives have a fitted effect of over 55% in size
IkB sig inh – suppresses IkB signaling in ABC-DLBCL reporter cells. Potency, µM (series often up to 57.1 µM), without a hit: at the top dose IkBa stabilization activation. hit rate 0.04% among 110,000. ABC-DLBCL IkBa-CBG/CBR dual luciferase ratio, 4 h; response scale: scaled: untreated 0%, proteasome inhibitor 100%; active = well fitted curve in the direction sought with a large enough effect in the signal ratio, not every such curve was filed as active; inconclusive = small, poorly fitted or top-dose-only effect, or a change in a side signal; the % refers to the signal ratio;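 note: the direction sought is a rising ratio; 0% = basal untreated cells and 100% = reference inhibitor full response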
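Luminescence ratio of IκBα-fused green versus native red beetle luciferase in OCI-Ly3 cells, 4 h post-doxycycline with compound; red signal alone, scaled from basal (0%) to zero light (-100%), flagged nonspecific or cytotoxic effects.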
p53ts 32C kill – cytotoxicity in p53ts cells at permissive temperature | hit rate 0.93% among 130,000 | H1299-p53A138V at 32C, ATP luminescence viability, 24 h | Potency, µM (top dose mostly 46.1 µM), without a hit: at the highest dose activity change, negative = cytotoxicity, most hits filed as cytotoxic;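 note: 0% = DMSO and -100% = full killing by reference compound; nearly all actives have a fitted effect of over 55% in size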
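Viability by ATPlite luminescence after 24 h compound treatment (up to 46 uM) at the permissive 32C. Cells are H1299 carrying p53 A138V. Scale runs from DMSO basal to 100 uM tamoxifen as full kill; AC50 from Hill fits.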
Numbers without * were called inactive; & = joins results of further samples; [ ] = dose if it differs, or a comment. Unless noted, calls come from the whole dose curve; as a rule, active = well fitted curve in the direction sought with a large enough effect; inconclusive = small, poorly fitted or top-dose-only effect, or another doubt; inactive = no such curve, though single readings can be large; an effect the other way counts as inactive or inconclusive. Unless noted, % is set by controls: 0 for no effect and ±100 for the full control effect; potency is the fitted concentration of half-maximal effect. An unsorted share of the library. Share with any hit: about 1.8%.

Cc1ccc(-n2ncc3c(Nc4ccc(Oc5ccccc5)cc4)ncnc32)cc1 was read as Imprint erasure 10%[10.9 µM], p53ts 39C kill -9%, IkB sig inh inconclusive and p53ts 32C kill inconclusive.
`O=C(O)C1C2C=CC(C2)C1C(=O)OC1CC2CCC1C2` (centres undefined) gave Imprint erasure 2%, p53ts 39C kill 14%, IkB sig inh 0.5% and p53ts 32C kill 3%.
Screening COC(=O)CSc1nc2ncc(Cl)cc2[nH]1 returned Imprint erasure -6%, p53ts 39C kill 12%, IkB sig inh -4.7% and p53ts 32C kill 4%.
CCc1cccc(-n2c(=O)c3cccnc3n2CC(=O)NCc2ccccc2Cl)c1 was read as Imprint erasure 8%[10.9 µM], p53ts 39C kill -3%, IkB sig inh -0.5% and p53ts 32C kill 3%.
`CCn1nc(C(=O)NCCc2ccc(S(N)(=O)=O)cc2)c2ccccc2c1=O` gave Imprint erasure -18%, p53ts 39C kill 7%, IkB sig inh 0.3% and p53ts 32C kill 10%.
COc1ccc(NCc2cc3cc4c(cc3n(CC(=O)Nc3cccc(F)c3)c2=O)OCO4)cc1 was read as Imprint erasure 16%[10.9 µM], p53ts 39C kill 19%, IkB sig inh -1.3% and p53ts 32C kill 11%.
Screening CCc1nnc(SCC(=O)Nc2ccc(F)cc2F)c2cc3sc(C)cc3n12 returned Imprint erasure inconclusive, p53ts 39C kill 11%, IkB sig inh 0.3% and p53ts 32C kill 4%.
C[C@@H]1/C(=N/O)CC2C[C@@H]1C2(C)C was read as Imprint erasure inconclusive, p53ts 39C kill 10% and p53ts 32C kill -6%.
For COc1ccc(CNC(=O)CC(c2ccc(OC)cc2)N2Cc3ccccc3C2=O)cc1 (centres undefined) the results were Imprint erasure -14%[10.9 µM], p53ts 39C kill -16%, IkB sig inh 0.3% and p53ts 32C kill 8%.
`COC(=O)c1cc(N2C(=O)C3C(C2=O)C2(C)C=CC3(C)O2)ccc1Cl` (centres undefined) gave Imprint erasure -33%[inhibitor], p53ts 39C kill inconclusive, IkB sig inh inconclusive and p53ts 32C kill inconclusive.

The closing 2 entries of the part before lead into the next.
For COc1ccc(CNC(=O)CC(c2ccc(OC)cc2)N2Cc3ccccc3C2=O)cc1 (centres undefined) the results were Imprint erasure -14%[10.9 µM], p53ts 39C kill -16%, IkB sig inh 0.3% and p53ts 32C kill 8%.
`COC(=O)c1cc(N2C(=O)C3C(C2=O)C2(C)C=CC3(C)O2)ccc1Cl` (centres undefined) gave Imprint erasure -33%[inhibitor], p53ts 39C kill inconclusive, IkB sig inh inconclusive and p53ts 32C kill inconclusive.
`O=C(C1CCN(S(=O)(=O)N2CCOCC2)CC1)N1CCN(c2ccccc2)CC1` gave Imprint erasure -12%, p53ts 39C kill -2%, IkB sig inh 0.9% and p53ts 32C kill -2%.
CC(C)C(=O)NCCn1ccc2ccccc21 was read as Imprint erasure -3%, p53ts 39C kill -4%, IkB sig inh 2.8% and p53ts 32C kill -14%.
Screening C=CCn1c(N)c(C(=O)OCCC)c2nc3ccccc3nc21 returned Imprint erasure -13%, p53ts 39C kill 0%, IkB sig inh 2.3% and p53ts 32C kill 13%.
Screening CC1(C)C(=O)OC(C(=O)c2ccccc2)C(C)(C)C1=O (centres undefined) returned Imprint erasure -2%, p53ts 39C kill -3%, IkB sig inh 0.5% and p53ts 32C kill 2%.
C=C(C)Cn1c(SCC#N)nc2ccccc2c1=O was read as Imprint erasure 1µM*, p53ts 39C kill -8%, IkB sig inh -2.0% and p53ts 32C kill -5%.
COCC(C)NC(=O)NC(=O)c1ccc(Cl)cc1 (centres undefined) was read as Imprint erasure -22%, p53ts 39C kill 1%, IkB sig inh 1.6% and p53ts 32C kill 2%.
Screening CC1(C)CC(=O)C=C(Nc2ccccc2NC(=O)c2cnccn2)C1 returned Imprint erasure 7%, p53ts 39C kill 4%, IkB sig inh 0.3% and p53ts 32C kill 4%.
CN1CCN(CCCNC(=O)Cn2nc(-c3ccccc3)ccc2=O)CC1 was read as Imprint erasure -21%, p53ts 39C kill 8%, IkB sig inh -0.7% and p53ts 32C kill -15%.
COc1ccc(OC)c(C2=NS(=O)(=O)N(C)C(C(=O)Nc3ccc(C(C)=O)cc3)=C2)c1 was read as Imprint erasure -9%[10.9 µM], p53ts 39C kill -26%, IkB sig inh inconclusive and p53ts 32C kill 4%.
COC(=O)c1ccc(CSc2nnc(CNC(=O)c3cccs3)o2)o1 was read as Imprint erasure -12%, p53ts 39C kill -12%, IkB sig inh 0.1% and p53ts 32C kill -16%.
For CCOC(=O)c1cnn(-c2ccccn2)c1N the results were Imprint erasure -49%[inhibitor], p53ts 39C kill inconclusive, IkB sig inh 11% and p53ts 32C kill inconclusive.
For Cc1ccc2c(c1)c1c(c(=O)n(-c3ccccc3)c(=O)n1CC(=O)c1ccc(F)cc1)n2C the results were Imprint erasure 26%[10.9 µM], p53ts 39C kill 1%, IkB sig inh -0.9% and p53ts 32C kill 5%.
For CC(=O)c1ccc(OC2C(O)COC2/C=C/c2ccc(Cl)cc2)cc1 (centres undefined) the results were p53ts 39C kill 8%&-5%[9.22 µM] and p53ts 32C kill 5%&-1%[9.22 µM].
C=C/C1=C/Cc2ccccc2C(C[N+](=O)[O-])C(C(=O)OC)(C(=O)OC)C1 (centres undefined) was read as p53ts 39C kill 15%[9.22 µM] and p53ts 32C kill -10%[9.22 µM].
For CSc1nc(N)nc(SCC(=O)c2ccc(C)cc2)c1C#N the results were Imprint erasure -8%, p53ts 39C kill -9%, IkB sig inh -1.2% and p53ts 32C kill -16%.
Screening CC(Oc1cccc2c1OC(C)(C)C2)C(=O)O (centres undefined) returned p53ts 39C kill -1% and p53ts 32C kill -9%.
`COc1ccc(CNC(=O)c2cc(C)nc3c2c(C)nn3-c2cccc(Cl)c2C)cc1` gave Imprint erasure -5%[10.9 µM], p53ts 39C kill -8%, IkB sig inh inconclusive and p53ts 32C kill -2%.
`Cc1cc2occ(CC(=O)O)c2cc1C` gave Imprint erasure 14%, p53ts 39C kill 4%, IkB sig inh 0.6% and p53ts 32C kill -3%.
For CCOC(=O)C1CCN(Cc2ccccc2C(F)(F)F)CC1 the results were Imprint erasure 2%, p53ts 39C kill 3%, IkB sig inh 2.2% and p53ts 32C kill -3%.
COC(=O)Cn1nc(-c2ccccc2)c2ccccc2c1=O was read as Imprint erasure 2%, p53ts 39C kill 6%, IkB sig inh 0.6% and p53ts 32C kill 17%.
For COc1cc2nc(SCC(=O)Nc3ccccc3F)n3nc(-c4ccccc4)nc3c2cc1OC the results were Imprint erasure 18%[10.9 µM], p53ts 39C kill 18%, IkB sig inh 0.7% and p53ts 32C kill 3%.
For Cc1nn(CC(=O)NCc2ccco2)c(=O)c2cc3ccccc3n12 the results were Imprint erasure 12%[10.9 µM], p53ts 39C kill -9%, IkB sig inh -0.1% and p53ts 32C kill -1%.
CNc1oc(-c2ccco2)nc1C#N was read as Imprint erasure 1%, p53ts 39C kill 10%, IkB sig inh 0.5% and p53ts 32C kill 7%.
`O=C(O)c1ccc(COc2ccccc2Cl)cc1` gave Imprint erasure -86%[inhibitor], p53ts 39C kill -6%, IkB sig inh 17% and p53ts 32C kill -16%.
For Cc1nc(NC(CC(C)C)C(=O)O)c2nc(C)oc2n1 (centres undefined) the results were Imprint erasure -1%, p53ts 39C kill 12%, IkB sig inh -1.7% and p53ts 32C kill 4%.
For CC(=O)c1c(C)c[nH]c1C the results were Imprint erasure 6%, p53ts 39C kill -4%, IkB sig inh -2.1% and p53ts 32C kill -11%.
Screening Cn1c(C(=O)Nc2cccc(Cl)c2)cc2c(=O)n(C)c3ccccc3c21 returned Imprint erasure 1%[10.9 µM], p53ts 39C kill -23%, IkB sig inh 0.8% and p53ts 32C kill 4%.
`O=C(Nc1cccc(C(F)(F)F)c1)C1CCCN(S(=O)(=O)c2cccc3nsnc23)C1` (centres undefined) gave Imprint erasure -10%[10.9 µM], p53ts 39C kill -20%, IkB sig inh 0.8% and p53ts 32C kill -10%.
Cn1c(NC(=O)c2cccc(Cn3cc(Cl)cn3)c2)nc2ccccc21 was read as Imprint erasure -22%, p53ts 39C kill -11%, IkB sig inh 0.9% and p53ts 32C kill 2%.
Screening COc1ccc(/C(O)=C2/C(=O)C(=O)N(CCN(C)C)C2c2ccc(F)cc2)cc1Cl (centres undefined) returned Imprint erasure -4%, p53ts 39C kill -3%, IkB sig inh 3.0% and p53ts 32C kill -5%.

Quoted at random: two entries already listed
Screening COc1ccc(/C(O)=C2/C(=O)C(=O)N(CCN(C)C)C2c2ccc(F)cc2)cc1Cl (centres undefined) returned Imprint erasure -4%, p53ts 39C kill -3%, IkB sig inh 3.0% and p53ts 32C kill -5%.
Screening Cn1c(C(=O)Nc2cccc(Cl)c2)cc2c(=O)n(C)c3ccccc3c21 returned Imprint erasure 1%[10.9 µM], p53ts 39C kill -23%, IkB sig inh 0.8% and p53ts 32C kill 4%.

Continuation:
O=C1CC(c2cc3c(cc2Br)OCO3)C2=C(CCCC2=O)N1 (centres undefined) was read as Imprint erasure inconclusive, p53ts 39C kill 2%, IkB sig inh 0.3% and p53ts 32C kill -6%.
CN1CCC2(CC1)CCN(S(=O)(=O)c1ccccc1)CC2 was read as p53ts 39C kill -15%, IkB sig inh -0.2%[11.4 µM] and p53ts 32C kill -5%.
Screening CCNC(=O)CN(C1CCCCC1)S(=O)(=O)c1ccc(F)cc1 returned Imprint erasure 3%, p53ts 39C kill 7%, IkB sig inh 1.1% and p53ts 32C kill -9%.
Screening CCOC(=O)C1=C(CN2CCSCC2)NC(=O)NC1c1cc(C)ccc1C (centres undefined) returned Imprint erasure -5%, p53ts 39C kill 7%, IkB sig inh 1.6% and p53ts 32C kill 8%.
For Cc1cc(-n2c(C)nc3ccccc3c2=O)ccc1NC(=O)c1ccc(C)c([N+](=O)[O-])c1 the results were Imprint erasure 5%[10.9 µM], p53ts 39C kill 7%, IkB sig inh 2.4% and p53ts 32C kill 6%.
Screening Cc1ccc(Cn2c(C(=O)Nc3ccc(Cl)cc3)cc3sccc32)cc1 returned Imprint erasure 20%[10.9 µM], p53ts 39C kill inconclusive, IkB sig inh 4.4% and p53ts 32C kill -14%.
`CCCCN(C)CC(O)Cn1cc(/C=C/C(=O)c2ccc(OC)c(OC)c2)c2ccccc21` (centres undefined) gave Imprint erasure inconclusive, p53ts 39C kill 16µM*, IkB sig inh inconclusive and p53ts 32C kill 20µM*.
Screening COc1ccc(OC)c(NS(=O)(=O)c2ccc(Br)s2)c1 returned Imprint erasure -6%[10.9 µM], p53ts 39C kill -22%, IkB sig inh inconclusive and p53ts 32C kill 25%.
For CC(Sc1nnc(N)s1)c1ccccc1Cl (centres undefined) the results were Imprint erasure -7%, p53ts 39C kill 3%, IkB sig inh -1.2% and p53ts 32C kill 7%.
CCN(CC)CCCN1C(=O)C(O)=C(C(=O)c2ccc(C)o2)C1c1cccs1 (centres undefined) was read as Imprint erasure -2%, p53ts 39C kill 4%, IkB sig inh 1.9% and p53ts 32C kill 3%.
For NCC(=O)Nc1ccccc1 the results were Imprint erasure -9%[10.9 µM], p53ts 39C kill -7%[9.22 µM], IkB sig inh 0.8%[11.4 µM] and p53ts 32C kill 0%[9.22 µM].
Screening Cc1ccc(NC(=O)CS(=O)(=O)c2c[nH]c3ccccc23)c(C)c1 returned Imprint erasure -3%, p53ts 39C kill -4%, IkB sig inh -0.2% and p53ts 32C kill -1%.
`CCCN1CCN(CCNC(=O)Nc2ccc(OC)c(OC)c2)CC1` gave Imprint erasure 13%[10.9 µM], p53ts 39C kill -12%, IkB sig inh 0.1% and p53ts 32C kill -1%.
Screening O=C(NCSc1ccnc(SCNC(=O)c2ccccc2)n1)c1ccccc1 returned p53ts 39C kill 1% and p53ts 32C kill -8%.
`CC(C)NC(=O)N1CC[C@@]2(CCCN(S(C)(=O)=O)C2)C1` gave p53ts 39C kill 14%, IkB sig inh -1.6%[11.4 µM] and p53ts 32C kill -1%.
For CCOc1ccc(Oc2nc(Nc3ccc(C)cc3)nc(N(C)C)n2)nn1 the results were Imprint erasure -27%, p53ts 39C kill -6%, IkB sig inh 1.6% and p53ts 32C kill -6%.
For O=C(CSc1ccccn1)c1ccc2c(c1)OCO2 the results were Imprint erasure -68%[inhibitor], p53ts 39C kill -2%, IkB sig inh 0.8% and p53ts 32C kill -13%.
For CC(=O)NCCNc1ncnc2ccc(-c3ccc(C(=O)N(C)C)cc3)cc12 the results were Imprint erasure -18%, p53ts 39C kill 0%, IkB sig inh 1.4%[11.4 µM] and p53ts 32C kill 2%.
